Screens as filed in PubChem BioAssay.
LEDGF integ inh – blocks HIV-1 LEDGF/p75-dependent DNA integration | hit rate 0.64% among 370,000 | inhibition, % at 3.7 µM | TR-FRET IN-LEDGF/p75 DNA integration, Eu/Cy5;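 active = inhibition above the screen-wide mean plus 3 SD, cut at about 13% in these data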;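 also: signal is the Cy5 over europium emission ratio at 671 and 618 nm; 0% = plate median of compound wells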
UHRF1 MBD2 ctr – human UHRF1 methylated DNA binding inhibitors; Q96T88; UHRF1 binding to methylated oligo, TR-FRET; inhibition, % at 4.4 µM; hit rate 0.75% among 370,000; AID 687016; in the data active = inhibition above about 21%;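 also: UHRF1 SRA domain binding a hemimethylated CpG hairpin DNA probe; 0% = median of test compound wells and 100% = reference inhibitor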
SIAE primary – human SIAE inhibition, primary screen; hit rate 0.69% among 370,000; inhibition, % at 9.66 µM; AID 1053197; SIAE FP-Rh probe binding, fluorescence polarization; Q9HAT2;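 active = inhibition above a cutoff: mean of compounds within the control limits plus 3 SD of those, cut at about 17% in these data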;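 also: 0% = plate median of compound wells and 100% = probe without SIAE protein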
Tn7 DDE FP – DD(E)-Tn7 binding inhibition, primary FP screen. P02675. FP displacement of FITC-Tn7 peptide from fibrin DD(E); 0% = median of compound wells per plate. AID 720508. inhibition, % at 8.3 µM. hit rate 0.13% among 370,000;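 active = inhibition above the mean of compounds falling within the control limits plus 3 SD of them, cut at about 14% in these data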;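 also: 0% = plate median of compound wells and 100% = 10 µM Aha-Tn7 peptide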
Target sequence (P02675 whole entry, looked up): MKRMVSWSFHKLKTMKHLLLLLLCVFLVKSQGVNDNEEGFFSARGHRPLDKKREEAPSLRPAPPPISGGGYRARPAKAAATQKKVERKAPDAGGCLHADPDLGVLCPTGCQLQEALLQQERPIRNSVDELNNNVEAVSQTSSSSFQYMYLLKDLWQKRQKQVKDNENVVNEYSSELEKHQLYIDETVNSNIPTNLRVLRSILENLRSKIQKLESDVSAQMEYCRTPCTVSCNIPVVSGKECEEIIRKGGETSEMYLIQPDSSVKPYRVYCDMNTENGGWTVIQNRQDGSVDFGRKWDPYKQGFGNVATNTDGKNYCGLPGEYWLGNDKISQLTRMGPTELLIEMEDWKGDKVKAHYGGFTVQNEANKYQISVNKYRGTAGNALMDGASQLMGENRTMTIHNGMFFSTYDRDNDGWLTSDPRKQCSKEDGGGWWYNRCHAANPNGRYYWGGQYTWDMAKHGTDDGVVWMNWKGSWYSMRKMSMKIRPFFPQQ
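Assay system: Fibrin-DD(E) protein isolated from polymerized human fibrin clots; read-out basis: percent inhibition; medium: Tris/NaCl/CaCl2 buffer, pH 7.8; signal: FP measurement; incubation: 10 min plus 3 h, room temperature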
mABHD4 FP – ABHD4 (mouse) inhibition, primary FP screen. purified mABHD4, FP-Rh probe fluorescence polarization. hit rate 0.54% among 370,000. Q8VD66. inhibition, % at 8.92 µM. AID 720543;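 active = inhibition exceeding the mean over every tested compound plus 3 SD, cut at about 30% in these data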;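 also: 0% = plate median of compound wells and 100% = S159A mutant with DMSO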
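Assay system: mABHD4 protein; medium: HEPES pH 7.0, NaCl, Pluronic buffer; dosing: 8.92 µM, single dose; schedule: 45 min + 60 min at 25 °C; signal: FP readout, ex 525 nm / em 598 nm; read-out: normalized percent inhibition of probe labeling; repeats: single replicate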
PRMT1 FP inh – PRMT1 (human) inhibition, primary screen; Q99873; recombinant PRMT1, activity-based probe fluorescence polarization; inhibition, % at 2.79 µM; hit rate 1.3% among 370,000; AID 652257;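 active = inhibition above about 21% made by adding two undisclosed values, limit read from the data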
TDP2 inh – TDP2 (human) inhibition, absorbance primary screen | recombinant TDP2, T5PNP hydrolysis, p-nitrophenol absorbance 415 nm | inhibition, % at 12.8 µM | O95551 | hit rate 0.34% among 370,000;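 active = inhibition above the mean of all tested compounds plus 3 SD, set per campaign, cut at about 25% in these data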;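 also: 0% = DMSO with enzyme and 100% = buffer with substrate but no TDP2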
Target sequence (O95551 whole entry, looked up): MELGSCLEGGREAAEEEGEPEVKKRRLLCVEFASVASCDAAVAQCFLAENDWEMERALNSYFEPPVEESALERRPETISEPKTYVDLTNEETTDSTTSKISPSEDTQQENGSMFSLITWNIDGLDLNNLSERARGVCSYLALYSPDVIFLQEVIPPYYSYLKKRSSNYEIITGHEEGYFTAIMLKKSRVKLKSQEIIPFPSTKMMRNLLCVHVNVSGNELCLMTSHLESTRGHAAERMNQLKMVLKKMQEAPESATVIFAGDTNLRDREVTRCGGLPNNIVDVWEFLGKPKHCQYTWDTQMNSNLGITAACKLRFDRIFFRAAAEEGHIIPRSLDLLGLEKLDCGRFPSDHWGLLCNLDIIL
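Evaluation: % inhibition relative to enzyme-containing and enzyme-free wells. Material: recombinant human TDP2. Benchmarks: enzyme-free and DMSO wells. Timing: enzyme reaction with compound for 2 h at 37 °C. Compound dosing: 12.8 µM only. Measured by: p-Nitrophenol epi absorbance. Reagent: T5PNP substrate at 5 mM, a TopII-DNA adduct mimic. Replication: single well per compound.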
PG9 Ab binder – binds the HIV-1 gp120 antibody PG9; TR-FRET gp120-PG9 antibody binding; hit rate 0.43% among 360,000; inhibition, % at 6.7 µM; in the data active = inhibition above about 8.5%
TCR CD3 inh – inhibitors of human TCR-CD3 interaction. inhibition, % at 9.4 µM. TAMRA-labeled TCR probe fluorescence, biochemical. AID 651800. hit rate 0.37% among 360,000; in the data active = inhibition above about 19%;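 also: recombinant mutant TCR 2C K166C tagged with TAMRA read by polarization; 0% = receptor in buffer alone and 100% = receptor with positive control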
HTRA1 inh – blocks human HTRA1 serine peptidase | hit rate 0.5% among 340,000 | recombinant HTRA1, FP-rhodamine activity-based probe, fluorescence polarization | inhibition, % at 5.96 µM | Q92743 | AID 504803; in the data active = inhibition above about 36%;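 also: 0% = enzyme with DMSO and 100% = wells lacking enzyme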
* = called active by the depositor; nt = no result given.

A first look:
SMILES	LEDGF integ inh	UHRF1 MBD2 ctr	SIAE primary	Tn7 DDE FP	mABHD4 FP	PRMT1 FP inh	TDP2 inh	PG9 Ab binder	TCR CD3 inh	HTRA1 inh
O=C(NCc1ccc(Cl)cc1)C1CCN(S(=O)(=O)c2ccc(F)cc2)CC1	0	4	0	0	-3	-3	-10	0.3	0	0
COc1c(S(=O)(=O)NCCCN2CCOCC2)ccc(Cl)c1Cl	3	1	1	-4	-1	-1	-6	0.0	10	-2
Cc1ccc(S(=O)(=O)CCC(=O)Nc2ccc(F)cc2)cc1	-2	1	-5	2	1	6	4	1.3	-9	2

The list itself, from the start:
SMILES	LEDGF integ inh	UHRF1 MBD2 ctr	SIAE primary	Tn7 DDE FP	mABHD4 FP	PRMT1 FP inh	TDP2 inh	PG9 Ab binder	TCR CD3 inh	HTRA1 inh
O=C(NCc1ccc(Cl)cc1)C1CCN(S(=O)(=O)c2ccc(F)cc2)CC1	0	4	0	0	-3	-3	-10	0.3	0	0
COc1c(S(=O)(=O)NCCCN2CCOCC2)ccc(Cl)c1Cl	3	1	1	-4	-1	-1	-6	0.0	10	-2
Cc1ccc(S(=O)(=O)CCC(=O)Nc2ccc(F)cc2)cc1	-2	1	-5	2	1	6	4	1.3	-9	2
OCC1(CC2CCCCO2)CCN(Cc2nc3ccccc3[nH]2)CC1 (centres undefined)	6	-2	6	9	0	-7	-7	-1.2	0	-1
COC(=O)C(Cc1ccccc1)NCC(=O)Nc1cccc(Cl)c1C (centres undefined)	-2	-2	-11	3	0	1	1	0.4	1	-7
O=C(/C=C/c1ccc(Cl)cc1Cl)NCCN1CCOCC1	0	-2	2	-2	0	2	6	-0.6	3	0
CC(=O)c1ccc2c3c(cccc13)C(=O)N(CCc1ccccc1)C2=O	0	6	1	8	4	0	9	-3.2	4	6
C=CCSc1nc2sc3c(c2c(=O)n1-c1ccc(C)cc1)CCN(C)C3	34*	2	-5	0	6	3	15	-2.4	-3	-14
CCc1ccc(-c2cc(C)no2)cc1S(=O)(=O)N1CCN(c2ccccc2F)CC1	-3	0	-2	0	1	0	8	0.5	1	0
CCCCc1c(-c2ccccc2OC)ncn1C1CCCCC1	1	-1	9	8	6	-4	7	-1.3	21*	nt
COc1ccccc1CNC(=O)COC(=O)c1ncc(Cl)c(Cl)c1Cl	-1	-1	1	3	2	-1	15	1.7	5	0
COCc1cc(=O)n2[nH]c(-c3ccsc3-n3c(C)ccc3C)cc2n1	81*	72*	-11	-4	15	45*	5	-1.0	-6	35
O=C(C#Cc1ccccc1)c1ccc([N+](=O)[O-])cc1	-4	0	0	-1	2	16	12	-0.3	-1	2
CCCCOc1ccc(/C=C2/Sc3ccccc3C2=O)cc1	0	1	-31	-4	-7	-1	5	0.8	-5	-2
CCCS(=O)(=O)NC(=O)C1(C)CCN(C(=O)c2c(-c3ccccc3)noc2C)C1 (centres undefined)	2	8	-5	4	-5	10	-4	0.0	-12	nt
COc1ccc(NC(=O)CCNC(C)=O)cc1NS(=O)(=O)c1ccc(F)cc1	-2	-1	3	-1	5	-4	2	-0.8	-6	0
COc1c(Cl)cc(Cl)cc1/C=N/n1cnnc1	2	-4	3	4	-8	-1	5	-1.5	4	-2
O=C(CN(C(=O)CSc1nc2ccccc2o1)c1cccc(F)c1)NC1CCCCC1	4	-2	-6	-6	-9	-1	0	-0.2	-8	1
C[C@H]1COC(=O)[C@H](CC(=O)OC(C)(C)C)C/C=C\C[C@@H](CC(=O)N[C@@H](CO)Cc2ccccc2)C(=O)N1	0	-1	3	1	7	-2	-3	-2.4	2	-2
Cn1cc(C(=O)N2CCN(C(=O)c3ccco3)CC2)c2c3ccccc3n(C)c2c1=O	1	-1	-3	1	0	-3	10	1.4	1	0
COc1ccc(C2CC(c3ccccc3)=NN2C(=O)CCC(=O)O)cc1 (centres undefined)	3	1	3	-3	11	4	0	2.6	-5	3
Cc1ccc(S(=O)(=O)N(CC(=O)N/N=C/c2cccc(Cl)c2)c2cccc3cccnc23)cc1	0	-5	7	-2	10	-4	11	-0.5	2	-4
CCOc1ccc(C(=O)NCC(=O)N2CCC(C)CC2)cc1OCC	-3	20	-2	-1	-9	4	-6	-0.4	-2	13
CCN1CCN(S(=O)(=O)c2ccc(Cl)c(C(=O)NCCOc3ccc(C)cc3)c2)CC1	-2	-1	6	-3	0	-3	18	-0.1	-7	-1
O=C(Nc1ccc2c(c1)OCO2)c1c(F)c(F)c(F)c(F)c1F	2	-3	-1	-8	-10	-5	6	-1.9	2	-3
Cc1ccccc1Cn1ccc(NC(=O)c2nn3cccnc3c2Cl)n1	-5	-2	-7	5	22	0	-15	1.0	2	-6
COCCn1c(SCC(=O)c2ccc(Cl)cc2)nnc1C(C)C	-3	2	-1	7	9	6	-2	0.9	-1	-2
CC(C)Oc1ccc(N2CC(C(=O)NC3=NCCS3)CC2=O)cc1 (centres undefined)	-2	-2	-2	9	8	2	2	2.0	3	0
O=S(=O)(NCc1ccccc1)c1ccc(Cl)cc1	0	-2	1	0	3	-2	-14	-1.2	2	-6
Cc1cc(C(=O)CSc2nncn2C)c(C)n1-c1ccccc1	0	-3	9	-4	4	-3	-4	-3.2	3	10
CCCN(C(=O)CSCc1c(C)noc1C)c1c(N)n(Cc2ccccc2)c(=O)[nH]c1=O	0	0	5	-1	0	-1	-9	-0.5	3	-5
Cc1ccnc(NC(=O)c2ccc(S(=O)(=O)N3CCC(C)CC3)cc2)c1	1	-1	-3	-2	0	0	4	-0.1	0	-13
Cc1c(C(=O)NCc2ccc3c(c2)OCO3)oc2ccc(S(=O)(=O)N3CCCCC3)cc12	-2	-2	-12	-2	-11	-2	-7	0.0	9	-36
Cc1cccc(Oc2ccc(S(=O)(=O)N3CCCCC3)cc2NC(=O)C2=COCCO2)c1	3	-1	-2	-9	1	1	5	0.7	-2	-14
COc1ccccc1NC(=O)CSc1nc(=O)n(Cc2ccncc2)c2c1CCCC2	2	1	1	-3	3	-7	-10	-1.6	-4	0
COc1ccc(NC(=O)Nc2ccc(OCc3ccccc3)cc2)cn1	1	-4	5	-2	8	26*	-4	-0.6	3	-3
O=S(=O)(c1ccc(F)cc1)N1CCc2ccccc2C1	-2	5	-7	2	-5	4	-4	0.9	2	-5
CCNc1nc(NC(C)C)nc(NS(=O)(=O)c2ccc(C)cc2)n1	2	2	-2	-4	-8	-1	4	-2.8	-3	-2
CC1(c2nnc(-c3ccc(F)cc3)o2)CC(c2c(Cl)cccc2Cl)=NO1 (centres undefined)	1	5	-6	6	-9	2	0	0.8	-1	-20
CC(C)(C)OC(=O)N1CCC(NC(=O)c2nc[nH]c2C(=O)N2CCN(c3ccccc3)CC2)CC1	0	-3	0	1	0	0	2	1.2	3	-4
CC(CN1CCCCC1)OC(=O)c1ccc2c(c1)OCO2 (centres undefined)	0	-1	3	12	-11	0	-7	0.8	4	2
Cc1cccc(NS(=O)(=O)c2cccc(C(=O)N3CCCCCCC3)c2)c1	0	0	-3	-2	0	-1	-1	1.3	2	-10
Cc1cc(C)c2c(=O)[nH]c(SCC(=O)N3CCOCC3)nc2n1	-2	-1	1	-2	1	-3	7	-2.3	6	-5
CC(C)(C)OC(=O)N1CCC(c2c(C(=O)O)cnn2-c2ccccc2Cl)CC1	2	1	-1	-4	6	-3	-14	-3.3	5	5
O=C(NCCCNC(=O)c1cc(Cl)ccc1Cl)c1cnccn1	0	-2	-9	4	0	-4	-11	0.1	11	1
COc1ccc(Cl)cc1S(=O)(=O)NC(C)C(=O)NCc1ccc2c(c1)OCO2 (centres undefined)	-1	-1	2	-2	1	-2	16	1.2	-2	0
CCC(=O)Nc1nnc(SCC(=O)NCC2CCCO2)s1 (centres undefined)	-1	0	1	4	-3	-8	8	-2.3	-4	-1
O=C(COc1cccc2ccccc12)N1CCN(c2ccccc2)CC1	2	1	7	-2	-10	0	-17	-1.1	-4	-23
Cc1cccn2c(=O)c(/C=C(\C#N)C(=O)NCc3ccco3)c(N3CCCC(C)C3)nc12 (centres undefined)	0	-4	-4	5	2	0	1	-3.6	3	-7
CCCc1cc(=O)[nH]c(SCC(=O)c2c(C)[nH]c3ccccc23)n1	6	5	-2	6	-7	0	-11	-1.6	7	-9

The list goes on:
SMILES	LEDGF integ inh	UHRF1 MBD2 ctr	SIAE primary	Tn7 DDE FP	mABHD4 FP	PRMT1 FP inh	TDP2 inh	PG9 Ab binder	TCR CD3 inh	HTRA1 inh
CC(C)NC(=O)Nc1cccs1	3	-2	3	-3	3	0	-1	-1.3	-2	4
CC(=O)N1CC2([N+](=O)[O-])CN(C(C)=O)CC([N+](=O)[O-])(C1)C2(C)C	0	-4	-2	-14	2	-2	8	-1.8	1	2
O=C(NC1CCCCN(Cc2cccc(C(F)(F)F)c2)C1=O)c1cccc([N+](=O)[O-])c1 (centres undefined)	0	-1	4	2	1	1	0	nt	nt	nt
N#CC1=C(N)OC2=C(C(=O)CCC2)C1CCc1ccccc1 (centres undefined)	1	1	0	10	0	3	-2	-1.2	0	1
C=CCn1c(SCC(=O)Nc2nccs2)nnc1-c1ccco1	0	-1	-2	-6	3	0	4	-1.8	1	2
Cn1c(=O)n(CCc2ccccc2)c(=O)c2c1nc1n2CCCN1Cc1ccccc1	1	3	9	2	0	1	1	1.2	0	-2
O=C(Cc1cccs1)Nc1ccc(Cl)c(S(=O)(=O)N2CCOCC2)c1	0	-2	0	12	0	-1	2	-2.4	7	-10
CCOC(=O)/C(C#N)=C/Nc1ccccc1NS(=O)(=O)c1ccc2c(c1)OCCO2	1	0	7	2	4	5	8	-1.6	4	-9
O=C1Nc2ccccc2Nc2ncccc21	2	0	-1	1	3	0	2	-0.7	4	0
Cn1cc([N+](=O)[O-])c(C(=O)Nc2nc(-c3ccc(Cl)cc3)cs2)n1	1	-3	-9	1	-21	-2	-1	-0.7	4	-17
COc1ccccc1CCNC(=O)CCn1c(=O)oc2ccccc21	-2	-1	-4	6	10	0	3	-0.3	4	-1
O=C(CNC(=O)c1cccc(Cl)c1)NCC(c1cccs1)N1CCOCC1 (centres undefined)	0	-2	2	5	5	1	-3	-0.3	0	4
O=c1c2ccccc2nc(CSc2nnnn2-c2ccccc2)n1-c1ccccc1	0	-2	6	9	2	-1	13	0.0	4	3
CCOc1ccc(N2CC(C(=O)Nc3nnc(C4CCCCC4)s3)CC2=O)cc1 (centres undefined)	-2	-2	2	0	1	4	0	-0.1	-2	5
O=C1CN(C(=O)/C=C/c2cc(Br)ccc2F)CCN1	3	-3	-3	-6	0	-8	-1	-2.5	6	-2
CN(Cc1cnccn1)Cc1c(C(=O)N2CCc3ccccc3C2)nc2ccc(Cl)cn12	-4	0	-1	10	2	3	-2	1.1	-6	-6
CCOc1ccccc1NC(=O)C1CCCN(S(=O)(=O)c2ccccc2)C1 (centres undefined)	0	1	4	0	1	-3	11	-0.9	10	-4
